Screening data from PubChem BioAssay.
GLP1R cytotox – qHTS of GLP-1 Receptor Inverse Agonists: Cytotox Screen; HEK293 cAMP-luciferase reporter cells, luminescence, 24 h; Potency, µM (highest dose often 38.3 µM), without a hit: top-dose activity change, negative = inhibition, actives largely listed as inhibitors; 410,000 tested, 0.13% active;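 also: loss of luciferase light is scored as toxicity; potency is read from the fitted curve at half-maximal effect; % is scaled to controls: 0 for no effect and ±100 for the full control effect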
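1536-well qHTS counterscreen of the MLSMR; 200 cells/uL, 12 h pre-incubation, 23 nL cpd, 24 h at 37 deg C 5% CO2, luciferase detection reagent, 12 min RT, luminescence. Inhibition = undesired.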
PI5P4K alpha inh – qHTS for Inhibitors of phosphatidylinositol 5-phosphate 4-kinase (PI5P4K). max response, %. PI5P4Kalpha enzyme, ADP-Glo luminescence, 60 min; hits give low values. 330,000 tested, 1.2% active. AID 652105, 2013; active = max response of -50% or lower; inconclusive = between -30% and -50%; inactive = -30% or higher; also: value at the top dose of about 77 µM; % is scaled to controls: 0 for no effect and ±100 for the full control effect
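PI5P4Kalpha ADP-Glo assay; 5 microM ATP final; 60 min RT reaction; HEPES pH 7.4/EGTA/CHAPS, 5% DMSO; controls lacking substrate or enzyme; luminescent end-point.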
GLP1R inv ag – qHTS of GLP-1 Receptor Inverse Agonists (Inhibition Mode). HEK293 GLP-1R CRE-luciferase, luminescence, 24 h; GLP-1R form is constitutively active. AID 624417, 2012. Potency, µM (highest dose often 38.3 µM), for the others: at the highest dose activity change, negative = inhibition, usual class: inhibitors. 410,000 tested, 1.6% active; also: potency is read from the fitted curve at half-maximal effect; % is scaled to controls: 0 for no effect and ±100 for the full control effect; nearly all actives have a fitted effect of over 55% in size
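Using stably transfected HEK293 (constitutively active GLP-1R, cAMP-luciferase reporter), compounds were incubated 24 hr and luciferase measured by luminescence.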
DRD3 agonist – qHTS of D3 Dopamine Receptor Agonist: qHTS. D3R DiscoveRx beta-arrestin cells, luminescence, 90 min. max activation, %. 410,000 tested, 0.58% active. D(3) dopamine receptor (Homo sapiens), P35462. AID 652048, 2013; in the data active = max activation above about 30%; also: 0% is about no effect; mostly tested at two doses, the higher about 12 µM
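Agonist-mode cell screen: cells plated at 1500/well and incubated overnight at 37 °C, then exposed to library compounds for 90 min at 37 °C. Detection reagent was added for 30–60 min at room temperature, and luminescence was read.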
PLK1 PBD inh – qHTS for Inhibitors of PLK1-PDB (polo-like kinase 1 - polo-box domain): Primary Screen; Serine/threonine-protein kinase PLK1 (Homo sapiens), P53350; Plk1 PBD binding of FITC phosphopeptide, fluorescence polarization; Potency, µM, for the others: max response, negative = inhibition, usual class: inhibitors; 360,000 tested, 2.8% active; AID 720504, 2013; also: potency is read from the fitted curve at half-maximal effect; series mostly up to about 57 µM; % is scaled to controls: 0 for no effect and ±100 for the full control effect; nearly all actives have a fitted effect of over 65% in size
GLP-1R agonist – qHTS of GLP-1 Receptor Agonists | Glucagon-like peptide 1 receptor (Homo sapiens), P43220 | HEK293 GLP-1R CRE-luciferase, luminescence, 4-6 h; cells express a hypersensitive GLP-1R form | Potency, µM (series often up to 45.6 µM), for inactives: top-dose activation, hits mostly activators | 380,000 tested, 0.007% active; also: potency is read from the fitted curve at half-maximal effect; % of control where 0% means no effect
DRD3 antagonist – qHTS of D3 Dopamine Receptor Antagonist: qHTS. 360,000 tested, 2.5% active. AID 652054, 2013. max response, negative = inhibition, %. D3R cells, DiscoveRx beta-arrestin luminescence, antagonist mode; hits give low values; in the data active = max response below about -50%; inconclusive = no clear call, values can overlap the other calls; also: % is scaled to controls: 0 for no effect and ±100 for the full control effect; mostly tested at two doses, the higher about 12 µM
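Cells expressing the human receptor were seeded at 1500 cells/well, incubated overnight at 37 degrees C in 5% CO2, then exposed to library compounds with dopamine controls for 90 minutes at 37 degrees C before luminescent detection.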
WRN inhibitor – qHTS for Inhibitors of WRN Helicase. WRN helicase unwinding, fluorescent forked duplex, kinetic. Potency, µM (doses to about 114 µM), for the others: at the top dose activity change, negative = inhibition, actives largely listed as inhibitors. 360,000 tested, 0.46% active. AID 651768, 2012; also: potency is read from the fitted curve at half-maximal effect; % is scaled to controls: 0 for no effect and ±100 for the full control effect; nearly all actives have a fitted effect of over 55% in size
Target sequence (Q14191 whole entry, looked up): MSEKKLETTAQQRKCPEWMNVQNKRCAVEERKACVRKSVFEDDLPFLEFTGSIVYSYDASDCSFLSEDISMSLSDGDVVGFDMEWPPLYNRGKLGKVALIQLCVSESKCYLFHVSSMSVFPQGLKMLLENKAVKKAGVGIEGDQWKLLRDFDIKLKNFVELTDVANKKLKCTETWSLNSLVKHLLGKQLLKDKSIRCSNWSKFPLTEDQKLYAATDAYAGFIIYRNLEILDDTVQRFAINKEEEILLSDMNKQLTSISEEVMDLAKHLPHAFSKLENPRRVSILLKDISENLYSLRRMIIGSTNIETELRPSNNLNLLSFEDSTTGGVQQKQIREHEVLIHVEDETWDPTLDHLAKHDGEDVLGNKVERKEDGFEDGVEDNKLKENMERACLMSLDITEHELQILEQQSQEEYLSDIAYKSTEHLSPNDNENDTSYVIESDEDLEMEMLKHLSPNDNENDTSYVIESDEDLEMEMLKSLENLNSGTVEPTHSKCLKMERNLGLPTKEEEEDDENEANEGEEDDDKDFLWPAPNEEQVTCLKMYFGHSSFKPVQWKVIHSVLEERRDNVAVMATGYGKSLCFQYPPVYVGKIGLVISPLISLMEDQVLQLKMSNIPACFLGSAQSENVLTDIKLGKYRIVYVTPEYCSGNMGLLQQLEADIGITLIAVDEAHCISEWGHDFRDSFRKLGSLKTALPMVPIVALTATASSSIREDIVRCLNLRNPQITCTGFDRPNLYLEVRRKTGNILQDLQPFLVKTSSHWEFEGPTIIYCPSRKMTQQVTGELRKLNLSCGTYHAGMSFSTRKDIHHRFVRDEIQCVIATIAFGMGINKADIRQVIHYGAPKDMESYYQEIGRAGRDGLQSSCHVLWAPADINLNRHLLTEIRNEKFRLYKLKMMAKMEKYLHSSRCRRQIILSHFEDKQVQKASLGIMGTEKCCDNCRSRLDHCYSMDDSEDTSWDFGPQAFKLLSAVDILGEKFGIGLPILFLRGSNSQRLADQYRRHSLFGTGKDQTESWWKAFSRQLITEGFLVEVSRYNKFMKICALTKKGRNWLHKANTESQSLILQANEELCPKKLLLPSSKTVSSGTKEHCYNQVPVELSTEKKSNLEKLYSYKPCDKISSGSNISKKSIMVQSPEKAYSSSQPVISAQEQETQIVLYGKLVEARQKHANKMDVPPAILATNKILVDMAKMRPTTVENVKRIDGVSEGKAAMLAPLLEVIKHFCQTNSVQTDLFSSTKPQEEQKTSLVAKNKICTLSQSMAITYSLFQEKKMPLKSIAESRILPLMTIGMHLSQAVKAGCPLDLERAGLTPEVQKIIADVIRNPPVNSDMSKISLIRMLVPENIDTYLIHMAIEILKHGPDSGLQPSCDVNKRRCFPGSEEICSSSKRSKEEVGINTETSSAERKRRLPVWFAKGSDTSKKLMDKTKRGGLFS
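Fluorescence dequenching readout, ex 525 nm/em 598 nm, kinetic mode: forked duplex DNA (100 nM final) with adjacent fluorophore and quencher unwound by WRN (20 nM final) with 2 mM ATP. Compound preincubation 15 min, room temperature.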
IL-2 act – qHTS of IL-2 Activators | IL-2 activation reporter assay, cell-based qHTS; stimulated with anti-CD3/CD4/CD28 beads; in transgenic mouse T cells | activation, % (series mostly up to about 46 µM) | 360,000 tested, 0.065% active | AID 652025, 2013; in the data active = activation above about 50%; inconclusive = mostly about 30% to 49%; also: 0% is about no effect
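Unstimulated transgenic mouse T cells, 750 per well, received compound and, after 60 minutes, anti-CD3/anti-CD4 bead plus anti-CD28 stimulation. EGFP and DsRed were quantified after 18 hours.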
Numbers without * were called inactive; ? = inconclusive; . = no result given; [ ] = dose if it differs, or a comment. Unless noted, calls follow the shape of the dose curve; as a rule, active = well fitted curve in the direction sought with a large enough effect; inconclusive = small, poorly fitted or top-dose-only effect, or another doubt; inactive = no such curve, though single readings can be large; an effect the other way counts as inactive or inconclusive.

Results follow in this order: GLP1R cytotox, PI5P4K alpha inh, GLP1R inv ag, DRD3 agonist, PLK1 PBD inh, GLP-1R agonist, DRD3 antagonist, WRN inhibitor, IL-2 act
- Cc1cc(Nc2cccc(F)c2)n2c(n1)nc1ccccc12
 : -12%, ., 8%, -1, -6%, -2%, -21, -2%, -0.6
- C[C@H](O)C(=O)C1=Nc2c(nc(N)[nH]c2=O)NC1
 : 11%, ?, 1%, 9, -19%, -3%, 12, -6%, 0.5
- CC1CN(S(=O)(=O)c2ccccc2)C(C)N1C(=O)N1CCOCC1 (stereo not given)
 : -17%, 0, 12%, 20, -17%, -2%, 0, 3%, -1.9
- COc1ccc(N=CC2=C(O)CCCC2=O)cc1
 : -7%, 1, -14%, -5, -2%, -4%, 9, 2%, 0.3
- C/C(N)=C(/C#N)C(=O)CSc1nnc(C)n1-c1ccccc1
 : 1%, -1, 8%, 8, 0%, -7%, 15, 0%, 0.2
- COc1ccc(-c2ccc3nnc(SCC(=O)N4CCCC4)n3n2)cc1
 : 11%, -4, 2%, -7, -8%, -1%, 5, 2%, -3.6
- Cc1cc(=O)n(-c2ccc(Cl)cc2)c(=O)[nH]1
 : 0%, -4, 19%, 5, 11%, -1%, -27, 2%[57.1 µM], 1.1
- N/C(=N\OC(=O)C12CC3CC(CC(C3)C1)C2)c1ccccc1
 : 2%, ., ?, 7, -3%, -8%, 2, -2%, -1.3
- Cc1cc(-c2ccc(C)c(S(=O)(=O)NCCN3CCC(C)CC3)c2)on1
 : 1%, -8, ?, 1, -8%, 12%, ?, 1%[57.1 µM], -1.8
- CCCCNC(=O)N1CCN(C(=O)C2CCCO2)CC1 (stereo not given)
 : -2%, 2, 12%, 6, -7%, 0%, 0, -6%, -1.2
- CSc1ncnc2c1ncn2CCCN1CCN(C(=O)C2CC2)CC1
 : 0%, 6, -6%, 3, 1%, 2%, 0, 4%, -0.6
- COc1ccc(-c2cn3c(C)c(C(=O)Nc4cccc(NC(C)=O)c4)sc3n2)cc1
 : 19%, -1, 0%, 1, -2%, 5%, 38, -16%, -0.8
- CC(c1cccnc1)N(CCN(C)C)C(=O)Nc1ccc(Cl)cc1 (stereo not given)
 : 1%, 5, 2%, -1, -1%, 0%, 6, 4%, -0.3
- CC(=O)NC(Cc1ccc(C(C)C)cc1)C(=O)NC1CCN(c2nc(C)cc(C)n2)CC1 (stereo not given)
 : -5%, 5, 2%, -3, -2%, -13%, 12, 0%, 1.0
- Cc1cccc2c1c(N=NC(N)=S)c(O)n2C1OC(CO)C(O)C(O)C1O (stereo not given)
 : -22%, 5, -24%, -6, -15%, -5%, -1, -4%, 0.4
- COc1ccc(CNC2=CC(=O)CC(C)(C)C2)cc1
 : 4%, 0, 0%, -3, -11%, -2%, 4, 1%, 0.1
- COc1ccc(CN2CCN(C(C)C(=O)N(C)Cc3cccc(F)c3)CC2)cc1OC (stereo not given)
 : 5%, -2, -16%, -18, -3%, -1%, -14, -2%, 1.7
- COc1ccc(NC(=O)c2cc3ccccc3oc2=O)c(OC)c1
 : -12%, 1, 18%, 0, -3%, 9%, -5, 0%, -0.2
- CC1CCC(C(=O)NC(C(=O)N2CCc3ccccc3C2)C(C)C)CC1 (stereo not given)
 : -3%, 0, -7%, -1, -7%, -2%, 8, 4%, -2.6
- Cc1noc(C)c1CC(=O)N1CCCC(C(=O)c2ccc(C(C)(C)C)cc2)C1 (stereo not given)
 : -6%, 0, ?, 3, -20%, -4%, -6, 7%, -0.1
- CCCc1nnc(NC(=O)CCC(=O)N2CCCCC2CC)s1 (stereo not given)
 : -7%, 6, 9%, 3, -14%, -9%, 25, -4%, -0.1
- CCN(CC)C(=O)C(=O)Nc1ccc(F)c(Cl)c1
 : -3%, -7, 5%, 9, -6%, 15%, 5, 4%, -0.5
- CNc1c(NC(=O)C2CCC(C)CC2)c(=O)oc2ccccc12 (stereo not given)
 : 5%, -2, 12%, 3, -5%, 8%, 2, -1%, -0.2
- CS/C(=N\NC(N)=O)c1ccccc1
 : -16%, 5, 16%, -7, 0%, 7%, 46, 3%, -0.2
- CN(CCC(=O)Nc1ccc(Cl)cc1)Cc1ccccc1
 : -3%, -9, ?, -23, -10%, 0%, -97*, 18%, -3.4
- CC(=O)N1CCN(CC(=O)Nc2c(Cl)ccc(C)c2Cl)CC1
 : 5%, -5, 24%, 5, -8%, 11%, 0, 4%, 0.3
- CC(C)(C)NC(=O)C(c1ccc(F)cc1)N(Cc1cccs1)C(=O)c1ccc(CN2CCOCC2)o1 (stereo not given)
 : 3%, 8, -16%, -17, -8%, 3%, -15, 13%, -1.0
- COc1ccc(NCc2nnc(SCC(=O)Nc3ccc(OC)cc3OC)o2)cc1
 : -4%, -7, 12%, 0, -7%, 9%, -7, 1%, -3.6
- Cc1cccc(C)c1Nc1c(-c2ccsc2)nc2ncccn12
 : 14%, -1, ?, -26, -10%, 5%, 3, 5%, -0.9
- C=CCn1c(SCC(=O)Nc2c(C)n(C)n(-c3ccccc3)c2=O)nnc1-c1ccncc1
 : 4%, 3, 21%, 1, 3%, -4%, 9, 7%, 1.4
- O=C(Nc1ccncc1)Nc1ccc(F)c(Cl)c1
 : 2%, -1, ?, 3, -6%, 0%, 8, -10%, -2.1
- CN(C(=O)c1ccncc1)c1nnc(-c2cnccn2)s1
 : -3%, -3, 9%, 1, -6%, -8%, -16, 2%, -0.5
- CN1CCN(c2ccccc2NC(=O)Cc2cn(C)c3ccccc23)CC1
 : -21%, -8, -25%, -9, -8%, -5%, 10, 4%, -0.5
- COCCn1c(C)cc(C(=O)CN2C(=O)C(=O)N(CCC3=CCCCC3)C2=O)c1C
 : 8%, 3, -25%, 2, 2%, 1%, 12, 11%, 0.0
- CN(CCC(=O)Nc1ccc(Br)cc1)Cc1ccccc1
 : 13%, -3, 0%, -18, -4%, 8%, 0, -8%, -1.3
- CC1Cc2nc(SCC(=O)N3CCCC3)n(C)c(=O)c2S1 (stereo not given)
 : 2%, -4, 21%, 2, -11%, 1%, -2, -10%, -1.5
- CC1CCc2c(sc(NS(=O)(=O)c3ccccc3)c2C(=O)OC(C)C)C1 (stereo not given)
 : -6%, -2, ?, 0, 17µM*, 0%, -12, -18%, 2.0
- CN1C(=O)C(Cc2cnc[nH]2)NC1=S (stereo not given)
 : -3%, 3, 0%, 1, -18%, -7%, -1, 1%, -0.2
- COc1ccc(C(C)=O)cc1COC(=O)c1cccc(N(C)C)c1
 : -2%, 2, 35%[activator], -1, -3%, 28%, -13, -4%, -1.6
- CC1c2ccsc2CCN1S(=O)(=O)c1cccs1 (stereo not given)
 : 5%, 2, ?, -6, 2%, -5%, -13, 2%, 0.8
- O=C(Nc1ccccc1)OCC1CCCN2CCCCC12 (stereo not given)
 : 1%, 5, -3%, -14, -4%, -8%, -53*, 4%, -1.6
- O=C(O)c1cc(CN2CCOCC2)oc1-c1ccccc1
 : -5%, 8, 3%, -2, -5%, -3%, 18, -5%, -0.7
- Cc1[nH]c2ccc(C(=O)NCCCN3CCCCCC3)cc2c1C
 : -3%, -4, 7%, -14, -17%, -5%, -25, -8%, -3.0
- Cc1c(OCC(=O)NCC(O)c2ccccc2)ccc2c3c(c(=O)oc12)CCC3 (stereo not given)
 : 20%, -4, 115%[activator], 0, -13%, 21%, -7, -3%, -2.8
- CCCn1c(O)c(CN2CCCCC2)c(C)c(C#N)c1=O
 : 19%, 7, -1%, 0, -18%, 4%, 0, -23%, -0.5
- CC(CCN1CCC(n2nccc2NC(=O)c2ccccc2Cl)CC1)c1ccccc1 (stereo not given)
 : -19%, 10, ?, -7, -12%, 10%, -5, 6%, 3.4
- COC(=O)c1ccccc1NC(=O)c1cnn(-c2ccc(F)cc2)c1-n1cccc1
 : 1%, ., 10%, -8, ., -5%, ., ., .

11 entries from above, tab-delimited:
Structure	GLP1R cytotox	PI5P4K alpha inh	GLP1R inv ag	DRD3 agonist	PLK1 PBD inh	GLP-1R agonist	DRD3 antagonist	WRN inhibitor	IL-2 act
O=C(Nc1ccncc1)Nc1ccc(F)c(Cl)c1	2%	-1	?	3	-6%	0%	8	-10%	-2.1
CN(C(=O)c1ccncc1)c1nnc(-c2cnccn2)s1	-3%	-3	9%	1	-6%	-8%	-16	2%	-0.5
CN1CCN(c2ccccc2NC(=O)Cc2cn(C)c3ccccc23)CC1	-21%	-8	-25%	-9	-8%	-5%	10	4%	-0.5
COCCn1c(C)cc(C(=O)CN2C(=O)C(=O)N(CCC3=CCCCC3)C2=O)c1C	8%	3	-25%	2	2%	1%	12	11%	0.0
CN(CCC(=O)Nc1ccc(Br)cc1)Cc1ccccc1	13%	-3	0%	-18	-4%	8%	0	-8%	-1.3
CC1Cc2nc(SCC(=O)N3CCCC3)n(C)c(=O)c2S1 (stereo not given)	2%	-4	21%	2	-11%	1%	-2	-10%	-1.5
CC1CCc2c(sc(NS(=O)(=O)c3ccccc3)c2C(=O)OC(C)C)C1 (stereo not given)	-6%	-2	?	0	17µM*	0%	-12	-18%	2.0
CN1C(=O)C(Cc2cnc[nH]2)NC1=S (stereo not given)	-3%	3	0%	1	-18%	-7%	-1	1%	-0.2
COc1ccc(C(C)=O)cc1COC(=O)c1cccc(N(C)C)c1	-2%	2	35%[activator]	-1	-3%	28%	-13	-4%	-1.6
CC1c2ccsc2CCN1S(=O)(=O)c1cccs1 (stereo not given)	5%	2	?	-6	2%	-5%	-13	2%	0.8
O=C(Nc1ccccc1)OCC1CCCN2CCCCC12 (stereo not given)	1%	5	-3%	-14	-4%	-8%	-53*	4%	-1.6
